Screens from PubChem BioAssay.
RAM network inh: inhibitors of the yeast RAM network, primary screen, dse1pr::URA3 reporter, 5-FOA selection; S. cerevisiae dse1pr::URA3 reporter, 5-FOA growth OD615, 2 d; analog-sensitive cbk1-as2 kinase mutant strain; inhibition, % at 50 µM; 1.8% of 190,000 active;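 active = inhibition above a set limit, 3 SD over mean compound inhibition, cut at about 8.4% in these data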;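 also: 0% = DMSO-only wells with no growth and 100% = 10 µM 1-NA-PP1 full growth; inhibition rescues growth on 5-FOA so higher OD means more RAM inhibition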
PPARg SRC2 recr: agonists of PPARg-SRC-2 recruitment, primary screen, biochemical, HTS; Peroxisome proliferator-activated receptor gamma (Homo sapiens), P37231; PPARgamma LBD-SRC-2 recruitment; activation, % at 8 µM; 0.34% of 200,000 active; AID 1032, 2008; in the data active = activation above about 22%;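 also: 0% = vehicle and 100% = reference agonist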
Target sequence (P37231 whole entry, looked up, the tested form may be a part): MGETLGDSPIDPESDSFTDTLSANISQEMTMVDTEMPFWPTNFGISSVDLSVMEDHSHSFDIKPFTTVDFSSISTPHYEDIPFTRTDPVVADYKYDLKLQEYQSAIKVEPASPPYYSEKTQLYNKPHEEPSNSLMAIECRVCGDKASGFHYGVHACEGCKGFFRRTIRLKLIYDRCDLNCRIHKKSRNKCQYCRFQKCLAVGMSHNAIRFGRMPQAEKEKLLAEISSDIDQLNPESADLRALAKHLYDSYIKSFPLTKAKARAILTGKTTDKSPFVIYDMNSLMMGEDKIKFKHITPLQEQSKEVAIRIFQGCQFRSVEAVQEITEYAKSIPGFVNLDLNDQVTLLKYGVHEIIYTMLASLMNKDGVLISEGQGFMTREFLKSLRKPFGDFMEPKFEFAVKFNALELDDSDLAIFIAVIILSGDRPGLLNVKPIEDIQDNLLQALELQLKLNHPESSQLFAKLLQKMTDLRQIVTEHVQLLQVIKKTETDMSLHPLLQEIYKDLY
PPARg SRC3 recr: PPARgamma agonists recruiting SRC-3 coactivator, primary screen, biochemical. biochemical PPARgamma/SRC-3 coactivator recruitment assay. activation, % at 8 µM. Peroxisome proliferator-activated receptor gamma (Homo sapiens), P37231. 0.26% of 200,000 active. AID 731, 2007; in the data active = activation above about 23%;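 also: 0% = DMSO and 100% = reference agonist; some compounds past the cut are filed as inactive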
ROMK primary: ROMK potassium channel modulators, primary screen, cell-based, thallium flux, MLSMR library; ATP-sensitive inward rectifier potassium channel 1 (Homo sapiens), P48048; Tet-inducible ROMK, thallium flux fluorescence; actives lie on both sides; B-score at 10 µM; 2% of 130,000 active;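 active = signal ratio slope over the read window, or its plate-corrected B-score, at least 3 SD from the plate mean, either direction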;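 also: B-score of the F/F0 ratio slope over 7 to 12 s after thallium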
Target sequence (P48048 whole entry, looked up): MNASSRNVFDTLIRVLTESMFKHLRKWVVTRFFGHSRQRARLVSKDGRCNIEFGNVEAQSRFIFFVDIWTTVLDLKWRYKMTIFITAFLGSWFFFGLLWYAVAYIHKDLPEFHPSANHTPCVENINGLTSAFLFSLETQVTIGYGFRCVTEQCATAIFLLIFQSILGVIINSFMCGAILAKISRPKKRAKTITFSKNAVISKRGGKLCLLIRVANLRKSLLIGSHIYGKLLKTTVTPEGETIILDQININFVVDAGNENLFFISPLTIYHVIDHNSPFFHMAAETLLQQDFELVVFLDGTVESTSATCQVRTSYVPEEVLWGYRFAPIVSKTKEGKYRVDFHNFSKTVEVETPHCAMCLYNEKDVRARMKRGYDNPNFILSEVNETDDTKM
PPARg SRC1 recr: PPARgamma agonists recruiting SRC-1 coactivator, primary screen, biochemical; Peroxisome proliferator-activated receptor gamma (Homo sapiens), P37231; PPARgamma-SRC-1 coactivator recruitment biochemical assay; activation, % at 8 µM; 0.41% of 200,000 active; in the data active = activation above about 19%;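 also: 0% = DMSO and 100% = reference agonist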
HMGR II inh: inhibitors of E. faecalis class II HMGR, primary screen, biochemical, Enterococcus faecalis | HMG-CoA reductase (Enterococcus faecalis, mvaE) | purified E. faecalis HMGR, NADPH absorbance 340 nm kinetic | inhibition, % at 10 µM | 0.41% of 190,000 active | AID 1066, 2008;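 active = inhibition above a set limit, the median over all tested compounds plus 3 SD, cut at about 9.5% in these data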;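 also: enzyme runs in reverse so mevalonate oxidation gives rising NADPH absorbance; 0% = complete reaction with DMSO and 100% = background rate lacking mevalonate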
bIAP inh: bovine intestinal alkaline phosphatase inhibitors, primary screen, selectivity assay for TNAP inhibitor project, biochemical, bovine IAP, CDP-star luminescence; alkaline phosphatase, intestinal [Bos taurus]; purified bovine IAP, 30 min; inhibition, % at 20 µM; 190,000 tested, under 10 active; AID 1019, 2008;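 active = over 50% inhibition of intestinal alkaline phosphatase at 20 µM in the single-dose screen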
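Assay system: bovine IAP enzyme; medium: DEA buffer 100 mM, pH 9.8, with MgCl2 1.0 mM, ZnCl2 0.02 mM; doses: 20 µM single dose; incubation: enzyme reaction for 30 min at room temperature; detection: CDP-star luminescence signal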
S1P3 antagonist: S1P3 receptor antagonists, primary screen, cell-based; Sphingosine 1-phosphate receptor 3 (Homo sapiens), Q99500; CHO S1P3 NFAT-BLA reporter, FRET fluorescence, antagonist mode; inhibition, % at 4.98 µM; 0.27% of 170,000 active; AID 485, 2006;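 active = inhibition above the plate cutoff, the mean inhibition of test wells on that plate plus 3 SD, cut at about 28% in these data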;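 also: cells challenged with S1P at its EC80 of 0.8 µM; blue over green emission ratio from cleaved BLA substrate after 4 h stimulation; 0% = S1P-stimulated wells and 100% = unstimulated DMSO-only wells; some compounds past the cut are filed as inactive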
L major viab: Leishmania major promastigote growth inhibition, primary screen; Leishmania major promastigotes, resazurin fluorescence viability; inhibition, % at 10 µM; 9% of 200,000 active; AID 1063, 2008; in the data active = inhibition above about 50%;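 also: promastigotes grown with compound for 44 hours at 28 °C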
TR-FRET SRC-2 ct: TR-FRET signal artefacts, primary screen, artefact control for PPARgamma SRC-2 agonist project, biochemical; TR-FRET artefact counter-screen; hits give high values; TR-FRET ratio at 8 µM; 0.4% of 200,000 active; in the data active = TR-FRET ratio above about 2000; also: inactives centre near 1500
Redox H2O2 prof: compounds producing H2O2 with reducing agent – biochemical, NIH compound library profiling, artefact control for MLSCN library redox annotation, primary screen; DTT-dependent redox cycling H2O2, phenol red/HRP absorbance; 100% = 100 µM peroxide control, 0% = buffer; activation, % at 10 µM; 0.03% of 200,000 active; AID 878, 2007;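 active = activation of at least 50% relative to the plate's high and low controls in the primary single-dose screen; inactive = activation below 50%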;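 also: compound incubated with DTT at 0.8 mM final as the reducing agent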
An asterisk follows results filed as active; . = no result given.

Every second line gives: RAM network inh	PPARg SRC2 recr	PPARg SRC3 recr	ROMK primary	PPARg SRC1 recr	HMGR II inh	bIAP inh	S1P3 antagonist	L major viab	TR-FRET SRC-2 ct	Redox H2O2 prof
> COC(=O)c1cccc(NC(=O)C2COc3ccccc3O2)c1 (stereo not drawn)
    0.7	0	9	.	3	0	14	-20	-3	1639	-3.3
> COc1ccc(-n2c(Cc3cccn3C)nnc2SCC(=O)Nc2cccc(NC(C)=O)c2)cc1
    1.5	9	-7	.	2	-2	2	5	-6	1462	-0.7
> C#CCOCCOCCOCCNc1nc(N2CCOCC2)nc(N2CCN(C(=O)[C@H]([C@@H](C)CC)n3cc(CCCN=C(N)N)nn3)CC2)n1
    1.2	-3	-1	-0.35	3	-3	7	-1	0	1448	0.3
> CCCCCC(=O)NC(=S)Nc1ccc(Br)cc1C
    5.1	-4	3	1.9	0	-4	9	-7	-2	1612	-0.1
> CCC(C)NC(=O)CC1Oc2ccc(Cl)cc2NC1=O (stereo not drawn)
    1.8	2	6	.	11	-8	3	-9	-3	1786	-1.4
> CCC(=O)NC(=S)Nc1cc(C(=O)O)ccc1OC
    3.4	-3	-1	1.7	9	-3	-18	-18	1	1681	-0.8
> CC(C)(C)c1csc(N(CCC#N)CCC#N)n1
    -0.3	4	4	0.58	0	-1	0	.	-1	1425	0.3
> C/C(=C\c1ccccc1)C(=O)Nc1cc(C)on1
    0.5	1	-1	-0.17	2	-3	0	.	-4	1581	0.3
> COc1ccc(-c2cc(C(F)(F)F)n3ncc(C(=O)N4CCc5ccccc5C4)c3n2)cc1
    4.9	5	5	-2.3	6	-3	-3	14	29	1553	-0.3
> COc1ccc(/C(C)=N/NC(=O)CNC(=O)/C=C\c2ccco2)cc1
    0.1	5	4	1.5	7	5	-1	-8	-6	1787	0.0
> CCN1CCN(C(=O)N2CCOCC2)CC1
    1.6	-4	-1	0.083	-12	0	-3	-6	-4	1299	-0.9
> O=C(NCc1cccnc1)c1ccc(S(=O)(=O)N2CCOCC2)cc1
    1.6	1	6	.	-2	-1	2	-8	-1	1608	-1.4
> Cc1ccc(OCc2nnc(SCC(=O)N3CCc4ccccc43)n2C)cc1
    .	2	-6	.	-3	.	.	.	-2	1505	2.6
> CC(CNC(=O)C(C)(C)C)NC(=O)C(C)(C)C (stereo not drawn)
    0.4	8	4	.	0	0	2	-14	41	1580	-0.4
> CS(=O)(=O)c1sc2nc(-c3cccs3)cc(-c3ccccc3)c2c1N
    11*	30*	25	.	22*	2	5	35	48	2002*	1.6
> COc1ccc2oc(=O)c(/C(C)=N/Nc3nc(-c4cc(C)ccc4C)cs3)cc2c1
    2.8	-2	2	-0.39	5	-3	0	8	-9	1618	0.7
> Cc1ccc(OC(=O)c2oc3ccc(F)cc3c2C)c(C)c1
    4.4	-5	3	.	-5	-10	12	.	3	1424	-2.9
> CCC1CCCCN1CC(=O)Nc1cc(C)nn1-c1nc(C)cc(C)n1 (stereo not drawn)
    -1.6	5	-4	.	5	1	-8	25	15	1490	1.1
> O=C(COC(=O)c1n[nH]c2ccccc12)Nc1ccccc1
    3.7	2	0	0.28	2	1	1	-11	2	1734	-1.6
> CSCCC(NC(=O)COc1ccccc1)C(=O)Nc1ccc(C)cc1 (stereo not drawn)
    1.6	4	6	-1.2	10	1	8	1	6	1593	-0.3
> CCCSC(=S)NC1CCS(=O)(=O)C1 (stereo not drawn)
    2.0	10	4	-0.83	-8	-2	9	.	100*	1473	-4.4
> COc1ccc(NC(=S)N2CCN(C/C=C/c3ccccc3)CC2)cc1OC
    1.9	0	4	.	-5	2	5	.	74*	1566	1.7
> COc1ccc(C(=O)O)cc1S(=O)(=O)N(C)C
    0.8	4	-1	-0.13	2	-4	-15	-2	5	1538	-0.1
> CC(C#N)Sc1ncnc2sc3c(c12)CCC3 (stereo not drawn)
    6.0	10	-4	.	4	-2	-10	3	2	1606	-2.8
> O=C(c1cn(-c2ccccc2)nc1-c1ccc(Br)cc1)N1CCOCC1
    -0.3	6	7	-0.57	11	-2	-40	4	0	1451	-0.4
> Cc1ccc(C2NNC(=O)C2NC(=O)c2ccccc2)cc1 (stereo not drawn)
    0.5	-9	-9	0.46	-1	-4	-7	.	-6	1532	0.1
> Brc1ccc(-n2c(SCc3nc4ccccc4[nH]3)nnc2-c2ccncc2)cc1
    0.6	6	0	.	0	0	9	-4	5	1362	0.4
> COc1ccc(NCC(=O)N/N=C(\C)c2cc3ccccc3o2)cc1
    -0.1	3	7	-0.51	7	-3	-9	0	18	1703	-0.8
> Cc1nnc(C)n1/N=C/c1ccc(-c2ccccc2)cc1
    1.7	-3	-11	.	-10	-1	1	.	-6	1486	0.2
> O=C(O)CSc1nc(-c2ccccc2)nc2c1oc1ccccc12
    9.8*	3	12	.	8	-6	21	10	-2	1647	-3.0
> Cc1ccc2cc(C(c3nnnn3C3CCCC3)N(Cc3ccccc3)Cc3ccco3)c(=O)[nH]c2c1 (stereo not drawn)
    2.6	-5	-4	.	-7	3	-6	-16	80*	1496	-0.5
> CCN(CC)S(=O)(=O)c1cc(Cl)ccc1OC
    0.5	2	3	0.52	6	-1	-10	-23	0	1734	-0.7
> CN(CCc1cn[nH]c1)Cc1nc(C(c2ccccc2)c2ccccc2)no1
    0.0	6	4	0.033	-12	0	-28	-19	0	1325	6.5
> CCOC(=O)CCC(NC(=O)c1ccc(NCN2C(=O)CCC2=O)cc1)C(=O)OCC (stereo not drawn)
    -0.7	15	5	0.012	8	-7	-2	-4	-2	1577	1.7
> Cc1ccccc1OCC(=O)NCCC(=O)O
    1.2	0	2	.	0	0	4	-57	-4	1510	0.1
> COc1ccc(NC(=O)CSc2ncnc3c2cnn3Cc2ccccc2)cc1OC
    2.7	8	6	-0.0099	-1	0	15	.	-6	1741	0.0
> CCCCn1nc2cc(C(=O)NCCc3ccc(C)cc3)ccc2c1OCC
    0.5	0	-3	.	-7	3	4	.	45	1412	-4.3
> C[N+](C)(C)CCOC(=O)C1(c2ccccc2)CCCC1
    1.4	-5	-8	5.6e-05	2	-2	37	.	-4	1568	0.2
> Cn1cc(C(N)=O)c2ccccc21
    1.0	5	1	0.12	5	-3	-14	-4	-7	1607	-1.1
> CCN(C(=O)C(C)OC(=O)C1C(C(=O)OC)=C(C)NC(C)=C1C(=O)OC)c1ccccc1 (stereo not drawn)
    -0.6	-7	1	0.0025	-4	-4	-3	-14	4	1505	-1.1
> CCNC(=O)C(Cc1ccccc1)NC(=O)OCc1ccccc1 (stereo not drawn)
    1.0	6	4	0.56	6	1	-6	-18	-4	1796	-0.5
> CCC1(C)OC(=O)N(CCCn2ccnc2C)C1(C)O (stereo not drawn)
    1.5	4	7	.	5	-1	8	.	-8	1700	3.0
> CCN(CC)S(=O)(=O)c1ccc(OC)c(NC(=O)c2cccc(C)c2[N+](=O)[O-])c1
    7.5	0	2	-0.3	7	4	-5	-18	5	1565	0.4
> O=C(COC(=O)c1cnccn1)Nc1ccc2c(c1)OCO2
    0.7	7	18	0.045	-3	-2	16	.	-5	1539	-0.3
> O=C(Nc1cccnc1)C1CCCN1S(=O)(=O)c1ccc(Cl)c(Cl)c1 (stereo not drawn)
    0.2	8	-17	-0.17	2	-2	10	-35	-6	1480	0.8
> CCc1nnc(NC(=O)CSc2ncc(-c3ccccc3)[nH]2)s1
    -0.2	3	-9	0.79	-2	-3	-23	.	-9	1657	-1.6
> CN1CCN(c2ccccc2NC(=O)c2cc3ccccc3o2)CC1
    0.1	-11	9	.	9	-3	4	.	68*	1580	2.7
> COc1ccc2nc(SCC(=O)Nc3cc(OC)c(OC)cc3C(=O)O)c(C)cc2c1
    -1.0	3	-1	0.99	2	-5	-6	-16	-4	1606	0.1
> COc1ccc(/C=N/NC(=O)CCc2n[nH]c(=O)[nH]c2=O)cc1OC
    -0.5	5	4	.	-6	0	-11	-9	0	1531	0.7
> COc1cc(OC)c(C(=O)Oc2ccc3c(c2)OCO3)cc1OC
    0.1	5	2	.	11	5	-9	-26	-4	1523	-1.0
> COc1ccc(CCn2c(=S)[nH]c3cc(C(=O)NCc4ccco4)ccc3c2=O)cc1OC
    3.9	-3	-9	0.41	4	-3	-23	10	15	1533	2.7
> CCOC(=O)C(Oc1ccc2c(-c3ccccc3)cc(=O)oc2c1)c1ccccc1 (stereo not drawn)
    5.0	-4	0	0.68	2	-1	1	12	78*	1603	0.2
> O=C(CCCNC(=O)/C(=C/c1ccccc1F)NC(=O)c1ccccc1)OCc1ccccc1
    6.6	-1	0	-0.6	6	0	-4	-10	21	1331	-0.2
> Cc1ccc(S(=O)(=O)NC(C(=O)N2CCOCCOCCOCCOCC2)c2ccccc2)cc1 (stereo not drawn)
    2.0	6	2	-0.18	-4	5	-2	6	-7	1364	-0.1
> O=C(Nn1c(-c2ccc(Br)cc2)nc2ccccc2c1=O)c1cccnc1
    0.4	13	9	0.59	8	3	8	-21	-7	1801	-0.5
> COC(=O)Cc1c(O)ccn(Cc2ccccc2OC)c1=O
    0.0	6	2	.	7	-1	-5	.	-3	1702	0.0
> Cc1ccc(CNC(=O)/C=C/c2ccc(S(=O)(=O)NCc3ccco3)cc2)cc1
    6.6	3	1	0.82	10	-2	10	-1	78*	1404	0.2
> CCN(CC)Cc1oc(CO)cc(=O)c1O
    3.6	11	0	.	11	-2	-12	-7	-4	1814	-0.8
> Cn1c(=O)c2cc(S(=O)(=O)NCCC(=O)N3CC=C(c4ccccc4)CC3)ccc2n(C)c1=O
    0.4	11	-4	.	6	-5	-11	-24	3	1711	1.2
> CC1=C(C(=O)OC(C)C)C(c2ccco2)NC(=O)N1 (stereo not drawn)
    0.0	-11	-4	.	-2	0	-1	.	2	1634	1.4
> O=C1CCc2cc(S(=O)(=O)NCCC(=O)NC3CCN(Cc4ccccc4)CC3)ccc2N1
    0.2	12	-4	.	6	0	4	17	1	1724	-3.1
> CCCCCn1c(N2CCN(Cc3ccccc3)CC2)nc2c1c(=O)[nH]c(=O)n2C
    2.9	0	-10	0.73	2	-1	-15	-10	100*	1487	3.0
